# High-throughput results deposited in PubChem BioAssay by several laboratories.
# NALP1 inh: NALP1 inflammasome inhibitors in reconstituted yeast, colorimetric, S. cerevisiae, triplicate retest. AID 2071, 2009. S. cerevisiae NALP1/ASC/caspase-1 growth, X-gal OD620, 72 h. hit rate 0.61% among 280,000. inhibition, % at 10 µM; in the data active means inhibition mostly above about 24%, no sharp cut-off; inactive means mostly below about 32%; further: some compounds called inactive have numbers as strong as hits
# SUMO HTRF inh: inhibitors of in vitro SUMOylation cascade, primary screen, biochemical, HTRF, uHTS; hit rate 0.36% among 290,000; HTRF SUMOylation assay, SAE1/SAE2 + UBC9; inhibition, % at 35 µM; AID 2006, 2009; in the data active means inhibition above about 50%, passing the limit was not always enough; further: strong numbers were not always called active
# Target sequence (P63279 whole entry, looked up): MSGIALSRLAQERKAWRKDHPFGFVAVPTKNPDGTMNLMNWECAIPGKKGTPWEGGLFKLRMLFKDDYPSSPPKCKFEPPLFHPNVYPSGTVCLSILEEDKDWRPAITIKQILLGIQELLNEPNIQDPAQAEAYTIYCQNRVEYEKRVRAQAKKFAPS
# PfM18AAP inh: PfM18AAP inhibitors, malaria aminopeptidase, primary screen, biochemical, QFRET, recombinant enzyme; M18 aspartyl aminopeptidase (Plasmodium falciparum 3D7); H-Glu-NHMec fluorogenic cleavage; inhibition, % at 7.35 µM; hit rate 1.2% among 290,000;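 active means inhibition above the campaign mean inhibition over all tested compounds plus 3 SD, cut at about 28% in these data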;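 further: 0% = plate median of test compound wells and 100% = 2 mM ZnCl2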
# MEKK2 WT-MEK5: modulators of MEK5 binding to wildtype MEKK2, primary screen, biochemical, multiplex bead flow cytometry, Alexa488-MEK5; Mitogen-activated protein kinase kinase kinase 2 (Homo sapiens), Q9Y2U5; Alexa488-MEK5 binding to MEKK2 WT; actives lie on both sides; binding response (% of control), % at 10 µM; hit rate 1.1% among 290,000; AID 1531, 2009; in the data active means binding response below about 67% or above about 130%
# IDE cell inh: human IDE inhibitors in live cells, primary screen, fluorescence polarization, HEK cells, FAbetaB substrate; Insulin-degrading enzyme (Homo sapiens), P14735; FAbetaB cleavage; inhibition, % at 5.59 µM; hit rate 0.41% among 320,000;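 active means percent inhibition above the average of all tested compounds plus 3 SD, set per screening campaign, cut at about 16% in these data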;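 further: IDE supplied by intact live HEK cells; FP after avidin binding of uncleaved biotin substrate so inhibition keeps polarization high; 0% = DMSO wells and 100% = 60 µM reference IDE inhibitor Ii1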
# IDE act: human IDE activators in live cells, primary screen, fluorescence polarization, HEK cells, FAbeta-B substrate | Insulin-degrading enzyme (Homo sapiens), P14735 | FAbeta-B cleavage; 0% vehicle, 100% cell-free pure enzyme wells | activation, % at 5.96 µM | hit rate 0.073% among 340,000 | AID 493087, 2011;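 active means activation above the mean of all tested compounds plus 3 SD, set per screening campaign, cut at about 17% in these data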
# p-CIP stab down: p/CIP-EGFP fusion destabilizers, primary screen, fluorescence, F442A cells | Q05BA5 | 16 h | decrease of EGFP signal, % at 10 µM | hit rate 0.01% among 290,000;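 active means EGFP signal decrease of at least 30% at 10 µM or well 3 SD below plate mean, unless failing retest; inactive means the rest, including hits failing retest or dose response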; further: some compounds called inactive have numbers as strong as hits; many of its hits are not listed in these tables
# MEKK2 mut-MEK5: MEK5 binding signal on mutant MEKK2 PB1, primary screen, biochemical, multiplex bead flow cytometry, Alexa488-MEK5. Alexa488-MEK5 binding to MEKK2 mutant. percent response, % at 10 µM. hit rate 0.35% among 290,000. AID 1530, 2009; in the data active means percent response above about 24%, passing the limit was not always enough; further: inactives centre near 1; some results filed as inactive read as strong as hits; reference of the scale not given here
# MEKK3 PB1 HTS: modulators of MEKK3-MEK5 PB1 binding, primary screen, biochemical, wildtype MEKK3, multiplex bead flow cytometry, Alexa488-MEK5. Mitogen-activated protein kinase kinase kinase 3 (Homo sapiens), Q99759. bead-based flow cytometry, Alexa488-MEK5 binding to MEKK3; actives lie on both sides; 0 = blocked by unlabeled MEK5, 100 = vehicle. binding response (% of control), % at 10 µM. hit rate 1.4% among 290,000. AID 1529, 2009;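 active means binding response more than 3 SD above or below the average of its plate-row segment, actives on both sides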;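 further: Alexa488 bead fluorescence after subtracting the streptavidin-only scavenger bead signal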
# Target sequence (Q99759 whole entry, looked up): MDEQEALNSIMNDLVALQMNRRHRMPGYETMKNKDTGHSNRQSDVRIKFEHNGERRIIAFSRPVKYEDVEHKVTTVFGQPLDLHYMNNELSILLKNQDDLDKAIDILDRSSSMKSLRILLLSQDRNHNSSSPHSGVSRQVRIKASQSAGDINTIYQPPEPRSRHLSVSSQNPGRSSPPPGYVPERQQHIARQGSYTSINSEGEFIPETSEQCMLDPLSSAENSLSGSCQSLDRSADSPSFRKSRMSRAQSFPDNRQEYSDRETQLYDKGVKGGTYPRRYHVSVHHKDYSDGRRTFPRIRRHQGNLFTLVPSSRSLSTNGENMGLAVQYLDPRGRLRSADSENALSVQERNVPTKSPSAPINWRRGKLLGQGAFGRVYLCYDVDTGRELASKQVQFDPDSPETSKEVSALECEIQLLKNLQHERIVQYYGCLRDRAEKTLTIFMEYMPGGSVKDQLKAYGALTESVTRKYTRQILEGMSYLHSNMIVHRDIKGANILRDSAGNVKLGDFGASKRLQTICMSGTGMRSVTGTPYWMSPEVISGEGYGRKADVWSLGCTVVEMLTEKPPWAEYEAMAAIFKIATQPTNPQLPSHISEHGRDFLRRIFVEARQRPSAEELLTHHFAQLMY
# * = called active by the depositor; · = not tested or not shown; [ ] = another dose, or the depositor's remark. Some of the compounds tested. The share of hits here may be higher or lower than overall.
cpd	mol	NALP1 inh	SUMO HTRF inh	PfM18AAP inh	MEKK2 WT-MEK5	IDE cell inh	IDE act	p-CIP stab down	MEKK2 mut-MEK5	MEKK3 PB1 HTS
1	CCCNC(=O)C1(CC2CC(c3ccccc3)=NO2)CCN(C(=O)Cc2ccc(F)cc2)CC1 (stereo unspecified)	·	·	·	107	-1	1	·	4	104
2	CN(C)CCCN1C(=O)c2cccc3c(Br)ccc(c23)C1=O	11	16	-2	107	-2	-5	11	5	98
3	CCS(=O)(=O)Nc1cccc(C2=NN(S(C)(=O)=O)C(c3cccs3)C2)c1 (stereo unspecified)	19	12	1	·	6	-10	-12	·	12*[inhibitor]
4	CC(=O)c1cccc(NC(=O)CCCSc2ccccc2)c1	15	9	1	107	1	3	-10	1	103
5	O=C(NCCc1nc(-c2ccccc2Cl)no1)C1CCCCC1	·	·	·	102	7	-1	·	1	98
6	O=C(Nc1ccc(-c2cnco2)cc1)c1ccc(F)cc1F	8	14	7	101	-1	7	-6	3	104
7	CCOC(=O)c1cccc(NS(=O)(=O)c2cnc[nH]2)c1	10	-10	9	106	1	-5	11	7	104
8	Cc1ccc(-c2c(C)n([O-])c3c([n+]2=O)CCCC3)cc1	1	17	3	99	1	4	-4	5	97
9	CCOC(=O)c1cc2c(=O)n3cccc(C)c3nc2n(C)c1=N	1	32	1	·	·	·	12	·	·
10	C(=N\n1cnnc1)/c1cccc(Oc2ccccc2)c1	5	-10	8	97	4	3	10	-3	102
11	COCCN1CC(CNC(=O)c2cc(COc3ccc(C)c(C)c3)on2)CC1=O (stereo unspecified)	26	16	-4	98	17*	-14	-10	-2	97
12	O=C(NC1CCN(Cc2ccccc2)CC1)c1cccc(OC(F)F)c1	27	12	-11	107	-3	0	5	3	103
13	COc1cccc(OCC(=O)NNC(=O)C(=O)Nc2ccc(OC)cc2OC)c1	3	-1	4	103	0	-3	-32	8	99
14	S=C(Nc1ccc(Cl)cc1Cl)N1CCN(c2ccccn2)CC1	-14	12	6	105	3	9	5	2	108
15	COCCCNCC(=O)Nc1ccc(OC(F)(F)F)cc1	1	6	9	·	0	-4	9	·	·
16	CC(=O)N(Cc1cccnc1)Cc1cc2ccc(C)cc2[nH]c1=O	18	-12	-4	94	3	0	10	-4	98
17	COc1ccc(CCN2CN(S(=O)(=O)c3ccccc3)c3nc4ccccc4nc32)cc1	23	-4	-4	111	2	-1	-11	4	100
18	CC1(C)Cc2c(cnn2-c2ccc(F)cc2)C(NC(=O)c2ccco2)C1 (stereo unspecified)	13	11	1	109	-1	0	9	9	107
19	NC(=O)c1cccc(S(=O)(=O)N2CCCCC2)c1	-56	-11	0	90	4	4	-8	-11	88
20	Cc1cnc([N+](=O)[O-])n1CCOC(=O)NC(=O)c1ccc(C(F)(F)F)cc1	11	12	4	84	1	0	-5	-12	96
21	Cc1ccc(OCC(=O)N(Cc2ccc(N(C)C)cc2)C2CCS(=O)(=O)C2)cc1C (stereo unspecified)	10	11	1	97	2	5	-6	-4	100
22	O=C(O)CSc1ccc2ccccc2n1	35	9	8	100	-2	4	-1	1	102
23	CC(=O)OCC1=C(C(=O)O)N2C(=O)C(NC(=O)c3ccc(COc4cccc(Cl)c4Cl)o3)C2SC1 (stereo unspecified)	-11	21	10	94	8	-6	-13	-3	95
24	COc1ccc(N2CCN(C(=O)c3ccc(N4C(=O)NC5CC4(C)Oc4ccccc45)cc3)CC2)cc1 (stereo unspecified)	17	10	8	110	2	-3	1	6	115
25	CC(C)(O)C(=O)NNC(=S)Nc1cccc(C(F)(F)F)c1	4	-2	25	101	-5	3	-2	1	97
26	OCCn1c(CSc2nc3ccccc3n2CCO)nc2ccccc21	-7	12	-9	99	-2	1	-2	0	93
27	O=c1cc(N2CCCCC2)[nH]c(=O)n1C1CCCCC1	12	8	2	90	2	5	-8	11	91
28	CC(NC(=O)C(=O)NN=C1CCCCCCC1)c1ccccc1 (stereo unspecified)	7	14	-1	105	4	7	-12	4	103
29	COc1cc(NC(=O)Cn2nc(-c3ccc(F)cc3)ccc2=O)ccc1-n1cnnn1	5	14	-6	101	0	-1	13	-1	108
30	COc1ccc(OC)c(CNC(=O)CCCn2ccc3cc(S(=O)(=O)N4CCCC4)ccc32)c1	-12	1	7	104	0	6	-12	5	103

# Reprinted from the part before: 6 entries, followed by the next part.
cpd	mol	NALP1 inh	SUMO HTRF inh	PfM18AAP inh	MEKK2 WT-MEK5	IDE cell inh	IDE act	p-CIP stab down	MEKK2 mut-MEK5	MEKK3 PB1 HTS
25	CC(C)(O)C(=O)NNC(=S)Nc1cccc(C(F)(F)F)c1	4	-2	25	101	-5	3	-2	1	97
26	OCCn1c(CSc2nc3ccccc3n2CCO)nc2ccccc21	-7	12	-9	99	-2	1	-2	0	93
27	O=c1cc(N2CCCCC2)[nH]c(=O)n1C1CCCCC1	12	8	2	90	2	5	-8	11	91
28	CC(NC(=O)C(=O)NN=C1CCCCCCC1)c1ccccc1 (stereo unspecified)	7	14	-1	105	4	7	-12	4	103
29	COc1cc(NC(=O)Cn2nc(-c3ccc(F)cc3)ccc2=O)ccc1-n1cnnn1	5	14	-6	101	0	-1	13	-1	108
30	COc1ccc(OC)c(CNC(=O)CCCn2ccc3cc(S(=O)(=O)N4CCCC4)ccc32)c1	-12	1	7	104	0	6	-12	5	103
31	CC12C=CC3(O1)C(C(=O)N(c1ccccc1)C3C(=O)NC1CCCC1)C2C(N)=O (stereo unspecified)	10	17	-10	29*[inhibitor]	5	3	3	-3	20*[inhibitor]
32	CC(C)CCN(C(=O)CNC(=O)c1ccco1)C(C(=O)NC1CCCCC1)c1cccnc1 (stereo unspecified)	2	2	-2	103	8	-1	5	2	102
33	COc1cc2c(C#N)c(N3CCc4ccccc4C3)nc(N)c2c(N)n1	4	48	15	101	-2	2	-11	2	102
34	O=C(COC(=O)c1ccc(Cl)c(S(=O)(=O)N2CCN(c3ccc(F)cc3)CC2)c1)Nc1cccc(Cl)c1	40	-2	1	111	-5	0	-5	2	106
35	CCn1cc(C(=O)NCc2ccccc2F)c(=O)c2ccc(C)nc21	12	-11	-8	109	4	2	-6	6	107
36	Cc1ccccc1-c1n[nH]c(=S)n1Cc1ccccc1	-18	1	7	102	1	1	-18	0	100
37	c1cnc(N2CCN(c3cnccn3)CC2)nc1	-6	5	-7	98	5	0	-1	-9	94
38	O=C(CCCCC(=O)Nc1c(I)cc(I)c(C(=O)O)c1I)Nc1c(I)cc(I)c(C(=O)O)c1I	·	·	·	107	2	4	·	4	113
39	Nc1nonc1-n1nnc(C(=O)N/N=C/c2ccc3c(c2)OCO3)c1CSc1ccccc1	15	14	-5	96	1	3	2	-8	97
40	COc1ccc2[nH]c(C(=O)O)c(CCN3C(=O)c4cccc([N+](=O)[O-])c4C3=O)c2c1	4	15	-2	95	2	5	-7	-7	97
41	O=C(COc1ccc(/C=N/NS(=O)(=O)c2ccccc2)cc1)Nc1ccccc1	13	4	-10	·	-2	3	-15	·	·
42	COc1ccc(CCNC(=O)CN(C)S(=O)(=O)c2ccc(OC)cc2)cc1	5	-2	0	97	1	0	0	0	98
43	COc1cccc(NC(=O)CSc2ccc(-c3ccco3)nn2)c1	16	5	-14	118	-3	-4	-5	10	107
44	CCOC(=O)c1[nH]c2cc3c(cc2c1NC(=O)CN1CC(C)CC(C)C1)OCO3 (stereo unspecified)	18	12	3	·	2	0	-1	·	·
45	Cc1ccnc(NC(=O)CCC(=O)N(CC(=O)NCc2ccccc2)Cc2ccco2)c1	3	7	5	103	1	3	1	9	105
46	Cc1ccc(-c2nc(C(=O)NCC3CCCO3)cc3c2[nH]c2ccccc23)cc1 (stereo unspecified)	6	2	2	101	6	3	-2	-2	100
47	O=C1C(Cl)=C(N2CCN(Cc3ccccc3)CC2)C(=O)N1c1ccccc1	7	12	8	92	4	2	-10	-11	80
48	C/C(N)=C(/C#N)C(=O)COC(=O)CC12CC3CC(CC(C3)C1)C2	10	6	1	102	1	6	-2	3	98
49	O=C(Nc1ccnn1C1CCN(Cc2cccc(O)c2)CC1)C1CCCC1	19	4	0	110	-1	3	2	2	103
50	Cc1ccc(NC(=O)CN2C(=O)NC3(CCc4ccccc43)C2=O)cc1 (stereo unspecified)	-23	-12	1	89	-15	-5	5	-7	93
51	COc1ccc(OC)c(NC(=O)c2cccc3c2C(=O)N(C2CCCCC2)C3)c1	14	-8	2	93	-1	7	-4	-1	100
52	CCOc1cccc2sc(N(CCN(C)C)C(=O)c3cc4ccccc4cc3OC)nc12	13	1	-14	149*	8	10	-5	19	101
53	CC1CCN(C(=O)Cn2c(=O)oc3ccccc32)CC1	10	2	9	97	10	-2	-1	-2	90
54	CCOc1cc(/C=C/C(=O)O)ccc1OCc1ccccc1	23	4	-13	77	-5	1	0	-26	75
55	O=c1c2c3nc4ccccc4nc3n(CC3CCCO3)c2ncn1CCc1ccccc1 (stereo unspecified)	-1	28	-6	105	6	-4	-9	22	103
56	CN1CCN(c2nc(-c3ccc(Br)cc3)nnc2-c2ccccc2)CC1	1	-1	0	107	8	0	-17	0	95
57	O=C(C1CCC(=O)N(C2CCCC2)C1)N1CCN(c2ccc(Cl)cc2)CC1 (stereo unspecified)	22	5	0	102	2	-4	-3	-4	98
58	c1cc(CN2CCCCC2)cc(OCCCNc2nc3ccccc3s2)c1	·	·	·	126	1	3	·	6	104
59	Cc1cnc(C(=O)Nc2nnc(SCc3c(Cl)cccc3Cl)s2)cn1	27	-3	4	102	8	0	-8	-2	103
60	O=C(COC(=O)c1ccc(Cl)nc1)Nc1cc(S(=O)(=O)N2CCCCC2)ccc1Cl	-25	0	4	92	2	1	4	-2	101
